High-throughput results: PubChem BioAssay, several laboratories
NadD block: blocks S. aureus nicotinate mononucleotide adenylyltransferase; purified NadD enzyme, colorimetric absorbance read-out; inhibition, % at 20 µM; 360,000 compounds, 0.78% hits; in the data active = inhibition above about 26%; note: some compounds past the cut are filed as inactive
SUMO1 PPI mod: modulators of human SUMO1-mediated protein-protein interactions; P63165; inhibition, % at 20 µM; 360,000 compounds, 0.33% hits; SUMO1 binding to a labelled peptide, TR-FRET, 1 h; in the data active = inhibition above about 37%
Target sequence (P63165 whole entry, looked up): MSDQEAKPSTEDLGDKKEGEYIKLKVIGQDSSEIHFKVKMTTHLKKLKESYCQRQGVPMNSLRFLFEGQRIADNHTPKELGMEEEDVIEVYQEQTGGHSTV
Tb MetRS inh: Trypanosoma brucei MetRS inhibition; purified T. brucei MetRS, ATP depletion, Kinase-Glo luminescence; inhibition, % at 11.9 µM; 360,000 compounds, 0.4% hits; AID 624268;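 active = inhibition above a per-plate cutoff of the control wells' mean inhibition plus 3 SD, cut at about 5.5% in these data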;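 note: 0% = DMSO wells median and 100% = median of wells with control inhibitor compound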
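Measured by: Kinase-Glo luciferase luminescence reporting remaining unconsumed ATP. Material: purified T. brucei MetRS enzyme. Doses: 11.9 µM compound single dose, 0.9% DMSO. Medium: HEPES buffer containing pyrophosphatase, BSA, spermine, DTT. Times: 15 min preincubation, 2 h reaction, all 25 °C. Reagent: methionine, ATP and bulk E. coli tRNA.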
Scp-1 inhibitor: inhibitors of human Scp-1 phosphatase; Q9GZU7; Recombinant Scp1, phosphopeptide, malachite green phosphate absorbance; inhibition, % at 20 µM; 340,000 compounds, 0.88% hits; AID 493091;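 active = inhibition above about 50% at 20 µM, limit read from the data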;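 note: plate controls were DMSO wells with enzyme for no effect and wells lacking enzyme for full effect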
Target sequence (Q9GZU7 76-261 limits assumed): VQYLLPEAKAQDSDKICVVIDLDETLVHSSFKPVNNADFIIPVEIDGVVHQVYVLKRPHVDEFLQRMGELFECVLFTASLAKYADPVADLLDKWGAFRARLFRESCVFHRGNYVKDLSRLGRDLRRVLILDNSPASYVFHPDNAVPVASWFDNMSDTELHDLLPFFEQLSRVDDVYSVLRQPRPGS
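Test system: SCP-1 phosphatase catalytic domain, residues 76-261; measured by: colorimetric phosphate reagent with accelerator and stabiliser, absorbance at 630 nm; timing: enzyme reaction 45 min at room temperature, colour 5 min, stabilisation 30 min; also added: Phosphorylated 17-residue peptide substrate; compound dosing: one concentration, 20 µM, with 1.0% DMSO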
MLLE-PAM2 inh: inhibitors of microRNA-mediated deadenylation, human PABP1 MLLE binding. GST-MLLE / FITC-PAM2 fluorescence polarization. inhibition, % at 20 µM. 360,000 compounds, 0.36% hits; in the data active = inhibition above about 35%, passing the limit was not always enough;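 note: plate controls were DMSO wells with GST-MLLE for no effect and wells lacking GST-MLLE protein for full effect; some results filed as inactive read as strong as hits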
Target sequence (P11940 whole entry, looked up): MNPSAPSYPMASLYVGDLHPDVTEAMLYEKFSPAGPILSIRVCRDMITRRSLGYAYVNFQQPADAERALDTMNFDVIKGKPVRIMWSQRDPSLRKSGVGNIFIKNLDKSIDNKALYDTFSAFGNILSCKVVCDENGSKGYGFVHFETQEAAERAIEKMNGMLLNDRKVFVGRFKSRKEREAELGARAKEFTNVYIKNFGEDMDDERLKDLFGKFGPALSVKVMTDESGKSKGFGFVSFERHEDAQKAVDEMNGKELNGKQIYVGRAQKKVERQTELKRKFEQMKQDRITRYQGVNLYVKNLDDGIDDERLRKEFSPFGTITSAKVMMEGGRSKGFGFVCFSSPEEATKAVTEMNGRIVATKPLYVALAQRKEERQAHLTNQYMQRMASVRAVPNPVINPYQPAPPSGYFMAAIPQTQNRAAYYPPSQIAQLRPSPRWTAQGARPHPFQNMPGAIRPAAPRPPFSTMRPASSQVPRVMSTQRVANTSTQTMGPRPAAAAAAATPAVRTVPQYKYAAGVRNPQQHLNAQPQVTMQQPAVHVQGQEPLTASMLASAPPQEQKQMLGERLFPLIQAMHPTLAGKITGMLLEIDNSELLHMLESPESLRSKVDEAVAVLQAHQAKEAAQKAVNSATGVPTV
STEP inh: blocks human striatal-enriched tyrosine phosphatase | P54829 | recombinant STEP, OMFP fluorogenic substrate, fluorescence | inhibition, % at 20 µM | 360,000 compounds, 0.25% hits | AID 588621;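 active = inhibition at 20 µM, scaled per plate between control wells, above about 37%, limit read from the data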;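 note: 0% = DMSO with enzyme and substrate and 100% = substrate only without enzyme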
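System: STEP (striatal-enriched tyrosine phosphatase) enzyme, cell-free; medium: Bis-Tris pH 6.0 buffer with DTT, detergent; dosing: 20 µM, 1% DMSO; times: reaction 20 min, ambient temperature; detection: fluorescence, 480/540 nm; read-out basis: normalized % inhibition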
LMPTP block: LMPTP (human) inhibition; P24666; recombinant LMPTP-A, OMFP fluorogenic substrate, fluorescence intensity; inhibition, % at 20 µM; 360,000 compounds, 0.22% hits; AID 651560;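 active = compounds that cut the enzyme signal by at least half of the control window in the single-dose screen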;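 note: plate controls were DMSO wells with enzyme plus substrate for no effect and substrate without enzyme for full effect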
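Material: LMPTP-A; amount: 0.625 nM enzyme; doses: single 20 µM dose; times: reaction 50 min, room temperature, dark; technique: fluorescence intensity of OMFP turnover product; benchmarks: no-enzyme and uninhibited controls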
DNMT1 inh: blocks human DNA methyltransferase DNMT1; DNMT1 molecular beacon, Hinp1I cleavage, fluorescence; inhibition (reported as % activation of signal), % at 10 µM; 360,000 compounds, 0.83% hits; AID 588458; in the data active = inhibition above about 50%
Rpn11 inh: inhibitors of human proteasome Rpn11. O00487. human 26S proteasome, Ub4-pepOG fluorescence polarization; 20S core pre-blocked with epoxomicin. calls only at 20 µM. 360,000 compounds, 0.59% hits. AID 588493;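 active = inhibition at 20 µM, scaled to each plate's controls, above about 33%, limit read from the data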
CSN deneddyl inh: CSN deneddylation inhibition. Q92905. Purified CSN, SCF-Nedd8-OG deneddylation, fluorescence polarization. inhibition, % at 12.5 µM. 360,000 compounds, 0.38% hits;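 active = pattern-corrected inhibition above about 35%, with an unprinted fluorescence ratio check between 0.5 and 1.5, limit read from the data, passing the limit was not always enough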;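 note: 0% = enzyme with substrate and 100% = substrate without enzyme; some results filed as inactive read as strong as hits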
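Assay system: Purified human Csn5 enzyme expressed in HEK293T cells | Amount: Enzyme 0.24 nM | Measured by: Fluorescence polarization readout | Medium: Tris/NaCl/DTT buffer, pH 7.5 | Compound dosing: One concentration, 12.5 µM, 0.25% DMSO | Times: 90 min incubation of compound, enzyme and substrate at room temperature | Control set: no-enzyme wells high, enzyme-with-substrate wells low | Read-out: % inhibition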
* hit, by the source's call; i = inactive; . = not tested or not shown. Random draw from the library, and some 3.6% of all compounds hit somewhere here.

SMILES	NadD block	SUMO1 PPI mod	Tb MetRS inh	Scp-1 inhibitor	MLLE-PAM2 inh	STEP inh	LMPTP block	DNMT1 inh	Rpn11 inh	CSN deneddyl inh
COCCn1c(=NC(=O)c2ccco2)sc2cc(C(=O)OC)ccc21	3	-1	-0.5	-2	7	9	1.3	23	i	2
Cc1ccc(C(=O)N2CCN(C34CC5CC(CC(C5)C3)C4)CC2)o1	-12	2	-0.5	-5	-1	-3	1.4	-3	i	2
CC1Cc2ccccc2N1C(=O)CSc1nncs1 (stereo not drawn)	0	4	0.2	-4	-13	-2	0.6	0	i	-3
Cc1cc(C)c(NC(=O)CSc2nnnn2-c2cccnc2)c(C)c1	2	2	-0.3	-4	5	-3	0.1	1	i	-1
Cc1cccc2c(=O)cc(C(F)(F)F)[nH]c12	-6	1	-0.5	-10	-1	2	-0.4	0	i	-1
O=C(CCN1C(=O)C2C3C=CC(C3)C2C1=O)Oc1ccc2ccccc2c1 (stereo not drawn)	-2	2	-0.8	-6	12	-1	-0.4	-3	i	-2
CC(=O)c1ccc(N2CCN(c3ccc4cc(S(=O)(=O)N5CCC(C)CC5)ccc4n3)CC2)cc1	17	-22	-0.1	22	-18	-1	0.0	15	i	-1
O=[N+]([O-])c1ccc2oc(C3CCCCC3)nc2c1	0	-26	0.2	-3	3	0	-0.9	0	i	-5
COc1cccc(NC(=O)[C@H](NC(=O)[C@@H]2Cc3ccccc3CN2)c2ccccc2)c1	-2	-2	-0.1	-7	11	-2	-0.4	-14	i	5
CN(Cc1ccc(Cl)s1)C(=O)CCl	0	3	0.1	8	-2	1	-2.0	7	i	-3
Cc1cccn2c(=O)c3cc(C(=O)NCC(C)C)sc3nc12	0	-26	-0.3	-15	6	2	-0.5	0	i	-6
COC(=O)c1ccc(Oc2nc3c(c(=O)n(C)c(=O)n3C)n2CCC(C)C)cc1	-8	-1	-0.7	-7	0	0	0.8	-1	i	-1
CCC(=O)N1CCc2cc(S(=O)(=O)CCC(=O)NC(C)CC)ccc21 (stereo not drawn)	2	6	-0.3	-4	0	-2	-2.1	0	i	8
O=C(Nc1ccccn1)C(F)(F)C(F)(F)C(F)(F)C(F)(F)C(=O)Nc1ccccn1	-4	-1	0.1	-10	12	-3	-1.3	2	i	-3
CC(Oc1ccccc1)c1ccnc2nc(/N=C/N(C)C)nn12 (stereo not drawn)	-6	-3	-0.6	-4	4	-5	-0.5	0	i	-2

Some entries already given, limited to DNMT1 inh, CSN deneddyl inh and STEP inh:
molecule	DNMT1 inh	CSN deneddyl inh	STEP inh
COC(=O)c1ccc(Oc2nc3c(c(=O)n(C)c(=O)n3C)n2CCC(C)C)cc1	-1	-1	0
CCC(=O)N1CCc2cc(S(=O)(=O)CCC(=O)NC(C)CC)ccc21 (stereo not drawn)	0	8	-2
O=C(Nc1ccccn1)C(F)(F)C(F)(F)C(F)(F)C(F)(F)C(=O)Nc1ccccn1	2	-3	-3

Returning to the listing, repeating the 4 entries before the break.
SMILES	NadD block	SUMO1 PPI mod	Tb MetRS inh	Scp-1 inhibitor	MLLE-PAM2 inh	STEP inh	LMPTP block	DNMT1 inh	Rpn11 inh	CSN deneddyl inh
COC(=O)c1ccc(Oc2nc3c(c(=O)n(C)c(=O)n3C)n2CCC(C)C)cc1	-8	-1	-0.7	-7	0	0	0.8	-1	i	-1
CCC(=O)N1CCc2cc(S(=O)(=O)CCC(=O)NC(C)CC)ccc21 (stereo not drawn)	2	6	-0.3	-4	0	-2	-2.1	0	i	8
O=C(Nc1ccccn1)C(F)(F)C(F)(F)C(F)(F)C(F)(F)C(=O)Nc1ccccn1	-4	-1	0.1	-10	12	-3	-1.3	2	i	-3
CC(Oc1ccccc1)c1ccnc2nc(/N=C/N(C)C)nn12 (stereo not drawn)	-6	-3	-0.6	-4	4	-5	-0.5	0	i	-2
COc1ccc(S(=O)(=O)NCc2cc(=O)n(C)c(=O)n2C)cc1C	1	1	-0.3	-3	4	-3	-1.7	2	i	3
COc1ccc(-c2[nH]ncc2CN(C)CCc2c(C)n[nH]c2C)c(F)c1	0	1	-1.1	3	6	-1	-0.8	3	i	-13
Cc1ccc(S(=O)(=O)NNC(=O)CC#N)cc1	7	-48	-0.6	5	1	0	-1.8	1	i	-2
NS(=O)(=O)c1cccc(NC(=O)COC(=O)Cc2ccc(S(=O)(=O)N3CCOCC3)s2)c1	8	-3	0.1	-2	-19	-1	-0.9	-2	i	-6
O=C(NCc1cccs1)c1cccc2c(-c3cccnc3)coc12	0	13	0.2	.	-2	3	3.7	0	i	-4
Nc1ccc2c(c1)CC(=O)c1ccccc1S2	6	-1	-0.2	-30	25	-2	1.7	-26	i	4
CCc1cc2c(NC(Cc3ccccc3)C(=O)O)ncnc2s1 (stereo not drawn)	-6	0	-0.6	1	-2	-2	-1.0	-6	i	-3
O=C(O)c1cc(NCc2ccc(F)cc2)ccc1N1CCOCC1	-4	0	-0.8	1	16	4	-0.4	-7	i	4
CCC(C)NC(=O)c1ccc(N2CC3CC(C2)c2cccc(=O)n2C3)c(NC(=O)c2c(F)cccc2F)c1 (stereo not drawn)	0	-1	0.1	.	13	-3	0.4	1	i	4
c1cc2nncn2nc1N1CCCC1	0	-4	0.3	-2	7	0	1.3	-2	i	-6
CC(C)NC(=O)Nc1cccc2c1O[C@H](CN(C)S(=O)(=O)c1ccccc1)[C@@H](C)CN([C@H](C)CO)C2=O	-1	3	-0.1	0	-12	2	0.1	-3	i	-2
CCCN(C(=S)Nc1ccccc1)C1CCS(=O)(=O)C1 (stereo not drawn)	-4	-4	-0.9	3	1	2	1.7	2	i	3
O=C(COC(=O)CCSc1ccc(F)cc1)NCc1ccc(F)cc1	-2	5	-0.4	3	12	-3	-0.6	2	i	3
CCOc1ccc(C(=S)N2CCCC2)cc1	0	0	0.2	-5	0	-2	-3.0	-3	i	2
COc1ccc(Nc2cc(C(=O)NCCCN3CCOCC3)c3ccccc3n2)c(OC)c1	-2	-2	-0.5	0	4	1	-2.0	-2	i	3
CC1(C)Cc2c(c(N3CCOCC3)nc3snc(NC(=O)c4ccccc4)c23)CO1	-2	-1	0.2	7	-6	3	-0.7	1	i	1
Cc1cc(C)n(-c2ccc(C(=O)Nc3ccc(C)c(S(=O)(=O)N4CCOCC4)c3)cc2)n1	-2	20	-0.8	3	-15	2	0.9	-4	i	1
CS(=O)(=O)Nc1cccc(-c2cc(NC=O)c3ncc(-c4ccc(F)cc4)n3c2)c1	4	3	-0.2	.	-32	-4	-0.1	-13	i	7
COc1ccccc1NC(=O)C1CCCN1S(=O)(=O)c1ccc(Cl)cc1 (stereo not drawn)	-4	1	0.0	0	-10	0	-0.2	-1	i	2
CC(C)c1ccc(C(=O)NNC(=O)C2CC=CCC2C(=O)O)cc1 (stereo not drawn)	4	0	-0.4	-5	-1	-1	-0.6	1	i	-2
COc1ccccc1NC(=O)CSc1nnc2ccccn12	-5	-3	-0.4	1	7	0	-0.2	2	i	1
Cn1/c(=N/NC(=O)c2cccc(OC(F)F)c2)sc2ccccc21	1	-2	-0.7	19	10	-1	-0.5	-10	i	6
O=C(COc1ccc(Cl)cc1Cl)NN1C(=O)/C(=C\c2ccc(Cl)cc2)SC1=S	33*	5	-0.4	1	-73	0	-0.6	11	i	1
COc1ccc2[nH]c3c(c2c1)CCN1C(=O)C(CC(=O)NCCCN(C)C)C[C@H](C(=O)N2CCCCC2)[C@@]31CCc1ccccc1 (stereo partly drawn)	-8	-3	-2.5	-1	-17	0	-5.7	5	i	-4
COc1ccc(NC(=O)CN(C)C(=O)c2cn(-c3ccccc3)nc2-c2cccs2)cc1	-5	4	-0.5	-6	13	-2	0.4	-8	i	-2
Cc1ccc(SCc2nc(-c3ccccc3)no2)cc1	4	2	-0.3	-10	15	1	1.8	-6	i	2
COc1ccc(S(=O)(=O)CC(=O)Nc2nnc(C(F)(F)F)s2)cc1	-3	-2	-0.4	-2	-18	-1	-1.5	-1	i	0
CC1(C(=O)NCc2ccccc2)CSCC(=O)N1CCc1c[nH]c2ccccc12 (stereo not drawn)	.	2	0.1	.	.	.	-0.2	.	.	3
C[C@@H]1CN([C@@H](C)CO)S(=O)(=O)c2ccc(Br)cc2O[C@H]1CN(C)C(=O)Cc1cccnc1	1	1	-1.1	.	0	1	-1.5	3	i	4
CN1CCN(c2ccc(S(=O)(=O)N3CCCCC3)cc2NC(=O)/C=C/c2ccc(Cl)c([N+](=O)[O-])c2)CC1	8	-68	-0.4	3	-38	5	1.5	-7	i	3
O=C(Nc1cccc(C(F)(F)F)c1)c1scc2c1OCCO2	-6	-2	-0.6	3	9	1	6.7	2	i	9
COc1ccc2nc(SCc3ccccc3)nc(C)c2c1	1	-1	0.1	-2	1	0	2.8	-6	i	0
O=C(Nc1cccnc1)c1cc(-c2cc(Cl)ccc2O)n[nH]1	-5	-1	0.8	0	10	2	1.3	-3	i	-5
Cc1cnc(C(=O)OCC(=O)c2ccc(F)c(F)c2)cn1	-1	3	-0.5	-9	7	-2	-1.8	0	i	3
Cc1cc(C)n(-c2nc(SCCN(C)C)c3c4c(sc3n2)COC(C)(C)C4)n1	-14	3	-0.9	-6	-7	1	0.2	0	i	-3
Cc1ccc(-c2nc3ccccc3o2)cc1NC(=S)NC(=O)c1cccs1	6	1	-0.8	1	10	1	0.2	55*	i	1
COCCNC(=O)c1ccc2ccccc2n1	-2	-1	-1.0	-6	1	-3	-1.1	0	i	-4
